Source: PubChem BioAssay
LmPK inh: LmPK (Leishmania mexicana) enzyme inhibition; purified LmPK, Kinase-Glo ATP luminescence, 1 h; Potency, µM (top dose mostly 57.5 µM), without a hit: top-dose activity change, negative = inhibition, usual class: inhibitors; actives 0.37% (n = 290,000); further: potency means the concentration at half of the fitted maximal effect; on the % scale 0 is the no-effect control and ±100 the full control effect
Target sequence (Q27686 whole entry, looked up): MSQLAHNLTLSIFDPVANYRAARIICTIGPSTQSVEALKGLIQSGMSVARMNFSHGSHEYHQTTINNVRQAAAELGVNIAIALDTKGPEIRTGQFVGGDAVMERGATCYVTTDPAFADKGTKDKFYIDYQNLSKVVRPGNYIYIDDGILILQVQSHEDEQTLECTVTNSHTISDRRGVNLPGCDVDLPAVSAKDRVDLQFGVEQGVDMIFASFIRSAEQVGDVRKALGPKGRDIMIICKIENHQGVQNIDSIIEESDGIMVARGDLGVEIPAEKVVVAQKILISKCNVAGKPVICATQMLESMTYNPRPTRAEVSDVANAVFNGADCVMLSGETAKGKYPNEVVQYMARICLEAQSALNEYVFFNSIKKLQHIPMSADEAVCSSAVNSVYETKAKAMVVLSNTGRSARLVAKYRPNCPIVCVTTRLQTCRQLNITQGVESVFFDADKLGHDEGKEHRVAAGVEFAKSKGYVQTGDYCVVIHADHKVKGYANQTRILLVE
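Kinase-Glo luminescence read after 1 h RT reaction of 0.1 nM LmPK with 0.5 mM PEP and 0.1 mM ADP. Activity scaled between uninhibited and enzyme-free controls.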
Pf growth 48h: inhibits P. falciparum growth in the first generation, 48 h; Potency, µM (highest dose often 28.7 µM), without a hit: at the highest dose activity change, negative = inhibition, most hits filed as inhibitors; P. falciparum luciferase growth in erythrocytes, 48 h; actives 5.9% (n = 310,000); further: potency means the concentration at half of the fitted maximal effect; on the % scale 0 is the no-effect control and ±100 the full control effect
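In quantitative HTS format, infected erythrocytes bearing luciferase-reporter parasites were treated for a single generation at 37 C. Luminescence after adding detection reagent served as the growth measure.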
Tb PYK inh: T. brucei pyruvate kinase inhibition; Potency, µM (titrated, usually from 76.8 µM), inactives show at the highest dose activity, negative = inhibition, usual class: inhibitors; actives 0.12% (n = 410,000); Q57TT1; TbPYK enzyme, Kinase-Glo Plus ATP luminescence, 45 min; AID 624173; further: potency means the concentration at half of the fitted maximal effect; on the % scale 0 is the no-effect control and ±100 the full control effect; nearly all actives have a fitted effect of over 50% in size
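TbPYK + substrate in 50 mM TEA pH 7.2, 100 mM KCl, 10 mM MgCl2, 0.05% BSA, 0.01% Tween-20; cpd pinned; ADP 130 uM final; 45 min RT; Kinase-Glo Plus 10 min; luminescence endpoint.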
Pf growth 96h: P. falciparum growth inhibition at 96 hours; P. falciparum luciferase reporter growth, 96 h; Potency, µM (top dose mostly 28.7 µM), for inactives: at the highest dose activity change, negative = inhibition, hits mostly inhibitors; actives 6.9% (n = 320,000); AID 504834; further: potency means the concentration at half of the fitted maximal effect; on the % scale 0 is the no-effect control and ±100 the full control effect
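Erythrocytes infected with luciferase-expressing P. falciparum were dispensed at 2% hematocrit and 0.05% parasitemia (final), then incubated with compounds 96 hours at 37 C in 5% CO2. Luminescence after detection reagent addition reported growth.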
AmpC no deterg: AmpC beta-lactamase inhibition without detergent; AmpC nitrocefin hydrolysis, absorbance 480 nm, 0.0001% Triton; Potency, µM (highest dose often 57.1 µM), for inactives: at the top dose activity change, negative = inhibition, most hits filed as inhibitors; actives 0.52% (n = 330,000); P00811;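 further: potency means the concentration at half of the fitted maximal effect; plate controls were no compound for no effect and no enzyme for full effect; nearly all actives have a fitted effect of over 20% in size; some results filed as inactive show a strong effect at the top dose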
Target sequence (P00811 whole entry, looked up): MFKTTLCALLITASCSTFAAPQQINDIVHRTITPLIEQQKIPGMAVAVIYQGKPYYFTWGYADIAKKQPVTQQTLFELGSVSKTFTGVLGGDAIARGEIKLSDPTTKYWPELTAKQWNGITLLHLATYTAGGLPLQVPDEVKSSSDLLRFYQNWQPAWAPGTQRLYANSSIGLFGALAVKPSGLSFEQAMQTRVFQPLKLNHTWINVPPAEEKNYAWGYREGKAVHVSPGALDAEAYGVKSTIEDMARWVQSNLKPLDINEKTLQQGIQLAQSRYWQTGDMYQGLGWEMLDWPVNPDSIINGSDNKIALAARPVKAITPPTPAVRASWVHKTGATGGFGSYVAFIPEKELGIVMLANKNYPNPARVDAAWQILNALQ
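AmpC (5.3 nM in the dispensed reagent) in 20 mM phosphate pH 7.0 with 0.01% (detergent screen) or 0.0001% Triton X-100 was preincubated with compounds for 15 min at room temperature. Nitrocefin was then added from an 800 uM solution, and hydrolysis was followed at 480 nm.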
Cycloheximide cs: affects cycloheximide protein synthesis inhibition readout, counter-screen | cell reporter, cycloheximide protein synthesis inhibition counterscreen | max response, % | actives 12% (n = 300,000) | AID 2314; in the data active means max response mostly above about 13%, no sharp cut-off; inactive means mostly below about 14%; further: read at 38.3 µM for the half of the compounds with a filed dose; 0% is about no effect
Shiga toxin inh: blocks Shiga toxin action in Vero cells | Vero cells, Shiga toxin protein synthesis inhibition reporter | inhibition, % at 38.7 µM | actives 9.2% (n = 290,000); in the data active means inhibition mostly above about 28%, no sharp cut-off; inactive means mostly below about 43%; further: 0% is about no effect
* hit, by the source's call; ? = inconclusive; · = not tested or not shown; [ ] = another dose, or the depositor's remark. Unless noted, the call rests on the fitted dose curve; in most records, active means well fitted curve in the direction sought with a large enough effect; inconclusive means small, poorly fitted or top-dose-only effect, or another doubt; inactive means no such curve, though single readings can be large; an effect the other way counts as inactive or inconclusive. An unsorted share of the library; about 22% have a hit in one of these screens.

1) CS(=O)(=O)N1CCN(c2ccccc2NC(=O)c2cccnc2)CC1
2) Cc1cc(NC(=O)COC(=O)[C@@H](NS(=O)(=O)c2ccc(Br)cc2)C(C)C)no1
3) CCN1CCc2c(OCC(=O)Nc3ccc(C)cc3)cccc2C1=O
4) CC(C)(C)n1cn[nH]c1=S
5) OCCNCC(O)CN1c2ccccc2Sc2ccccc21 (stereo not given)
6) O=C(O)c1ccc2c(c1)S(=O)(=O)N=C1CCCCCN12
7) CCCOc1nnnn1-c1ccccc1
8) Cn1c(-c2ccc(CN3CCCCC3)o2)nc2ccccc21

assay / entry	1	2	3	4	5	6	7	8
LmPK inh	-2%	5%	0%	-5%	0%	-1%	8%	-10%
Pf growth 48h	24%	15%	-20%	-5%	?	8%	0%	87%[activator]
Tb PYK inh	7%	7%	0%	?	-2%	4%	1%	-5%
Pf growth 96h	1%	37%[activator]	-18%	22%	?	12%	41%[activator]	290%[activator]
AmpC no deterg	-14%	-34%	-3%	-11%	24%	-17%	1%	-20%
Cycloheximide cs	-2	8	-1	-2	0	-3	3	26*
Shiga toxin inh	24	-7	-22	28	-19	22	-36	84*

9) COc1ccc2nc(N3C(=O)CC(C(C)c4ccccc4)C3=O)sc2c1 (stereo not given)
10) COc1ccc(-c2csc(NC(=S)NC(=O)c3ccccc3)n2)cc1Br
11) COCc1nnc(NC(=O)CC(c2ccccc2)c2ccccc2)s1
12) COC(=O)c1c(NC(=O)c2ccccc2[N+](=O)[O-])sc2c1CC(C)(C)NC2(C)C
13) COc1ccccc1C(=O)NNC(=O)c1ccc(NC(=O)c2ccccc2)cc1
14) CC(C)Cc1nnc(NC(=O)Cc2ccc([N+](=O)[O-])cc2)s1
15) COC(=O)c1cc(=O)n(-c2ccc(F)cc2)c(=Nc2ccc(F)cc2)s1
16) NC(=O)c1cc(C(=O)c2ccc(Cl)cc2Cl)c[nH]1

assay / entry	9	10	11	12	13	14	15	16
LmPK inh	3%	3%	6%	-3%	4%	-1%	2%	1%
Pf growth 48h	-7%	10%	?	?	-4%	48%[activator]	-10%	4%
Tb PYK inh	-2%	0%	-3%	-2%	-2%	-2%	0%	2%
Pf growth 96h	3.7µM*	25%	20%	-25%	19%	-12%	?	-1%
AmpC no deterg	-19%	-30%	-23%	-10%	-13%	-13%	-17%	-19%
Cycloheximide cs	0	-3	3	1	-2	-4	-8	7
Shiga toxin inh	2	-28	15	-8	-14	-19	-22	-2

Laid out differently: results already given
# | canonical_smiles | LmPK inh | Pf growth 48h | Tb PYK inh | Pf growth 96h | AmpC no deterg | Cycloheximide cs | Shiga toxin inh
14 | CC(C)Cc1nnc(NC(=O)Cc2ccc([N+](=O)[O-])cc2)s1 | -1% | 48%[activator] | -2% | -12% | -13% | -4 | -19
12 | COC(=O)c1c(NC(=O)c2ccccc2[N+](=O)[O-])sc2c1CC(C)(C)NC2(C)C | -3% | ? | -2% | -25% | -10% | 1 | -8

(next part)
17) CCn1c(=O)c(C(=O)NNC(=O)c2ccccc2Cl)c(O)c2ccccc21
18) CCOC(=O)C1=C(c2ccccc2)Nc2ncnn2C1c1ccc(OC)c(OC)c1OC (stereo not given)
19) CCC(=O)c1ccc(OCC(=O)OCC(=O)Nc2sccc2C(N)=O)cc1
20) CCn1c2ccccc2c2nnc(SCC(=O)N(C)C3CCS(=O)(=O)C3)nc21 (stereo not given)
21) O=C(CSc1nnnn1Cc1ccccc1)Nc1ccc2c(c1)OCO2
22) Nc1c(-c2cccs2)cnn1-c1nc(-c2ccc(Cl)cc2Cl)cs1
23) S=C1NC2(CCCC2)N=C1c1ccccc1
24) CCOn1c(=O)c(-c2ccc(C)cc2)[n+]([O-])c2ccccc21

assay / entry	17	18	19	20	21	22	23	24
LmPK inh	0%	1%	10%	-3%	-3%	-2%	1%	0%
Pf growth 48h	23%	-6%	13%	6%	29%	0%	7%	8%[0.00184 µM]
Tb PYK inh	-2%	-2%	-1%	8%	-17%	-10%	-11%	-5%
Pf growth 96h	29%	?	10%	3%	·	?	0%	35%[activator]
AmpC no deterg	-23%	0%	-35%	-16%	-34%	-22%	-32%	-2%
Cycloheximide cs	0	-5	3	3	13*	-2	21*	-2
Shiga toxin inh	-20	-13	-6	10	33*	15	39	-10

25) CCOC(=O)c1c(C)nc2ccc(C)cn12
26) CCOC(=O)c1sc(N=NC2=C(O)CCCC2=O)c(C(=O)OCC)c1C
27) CCCC(=O)NC1=C(C#N)C2(CCCC2)Cc2ccccc21
28) O=C(Nc1cccc(F)c1)C1CCN(C(=O)c2ccc(Cl)cc2)CC1
29) CCCn1cc(NC(=O)C2CC(c3cccc(Br)c3)=NO2)cn1 (stereo not given)
30) COc1ccc(OC)c(/C=C2\SC(=S)N(C(C(=O)O)c3ccccc3)C2=O)c1 (stereo not given)
31) Cc1oc(-c2ccc(Cl)cc2)cc1-c1nn2c(-c3ccoc3C)nnc2s1
32) CCOC(=O)C1(Cc2cccc(OC)c2)CCN(C/C=C/c2ccc(OC)cc2)CC1

assay / entry	25	26	27	28	29	30	31	32
LmPK inh	1%	-3%	-3%	1%	2%	4%	3%	3%
Pf growth 48h	·	0%	33%[activator]	-26%	?	?	?	?
Tb PYK inh	-10%	-12%	1%	0%	-7%	-6%	-6%	0%
Pf growth 96h	?	57%[activator]	-3%	?	·	-17%	?	0%
AmpC no deterg	-1%	?	-4%	-14%	-5%	-34%	21%	52%
Cycloheximide cs	-2	18*	-3	-2	2	5	-1	1
Shiga toxin inh	5	16	-2	-9	-9	1	14	-5

Part of the list above in order of count of non-hydrogen atoms, falling.
32) CCOC(=O)C1(Cc2cccc(OC)c2)CCN(C/C=C/c2ccc(OC)cc2)CC1
31) Cc1oc(-c2ccc(Cl)cc2)cc1-c1nn2c(-c3ccoc3C)nnc2s1
29) CCCn1cc(NC(=O)C2CC(c3cccc(Br)c3)=NO2)cn1 (stereo not given)

assay / entry	32	31	29
LmPK inh	3%	3%	2%
Pf growth 48h	?	?	?
Tb PYK inh	0%	-6%	-7%
Pf growth 96h	0%	?	·
AmpC no deterg	52%	21%	-5%
Cycloheximide cs	1	-1	2
Shiga toxin inh	-5	14	-9

(cont.)
33) CN(C)CCN(C(=O)c1ccc(S(=O)(=O)N2CCCC2)cc1)c1nc2ccc(Br)cc2s1
34) CC(=O)N1CC=CC1(C)C(=O)NCc1cc(F)cc(C(F)(F)F)c1 (stereo not given)
35) O=c1c(Cc2ccc(F)cc2)c(O)ccn1C1CC1
36) Cc1ccc(SCC(=O)NCCN2C(=O)CSC2=O)cc1C
37) COC(=O)CCCC1=CC2=CC(=O)C(C)(OC(=O)C3CCCC3)C(=O)C2=CO1 (stereo not given)
38) CC(=O)Nc1cc2c(cc1NC(=O)Cn1nc(-c3ccc4c(c3)OCCO4)ccc1=O)OCCO2
39) CCN(CC)C(C(=O)Nc1ccc2c(c1)OCO2)c1ccccc1 (stereo not given)
40) Cc1ccc(-c2csc(NC(=O)CN3C(=O)CCC3=O)n2)cc1

assay / entry	33	34	35	36	37	38	39	40
LmPK inh	-2%	1%	-2%	4%	11%	3%	-3%	-1%
Pf growth 48h	?	28%	5.2µM*	·	33%[activator]	·	-8%	?
Tb PYK inh	-4%	2%	3%	2%	-13%	-2%	-4%	0%
Pf growth 96h	?	-19%	-13%	77%[activator]	43%[activator]	9.3µM*	·	0%
AmpC no deterg	2%	-1%	?	0%	46%	30%	-23%	-11%
Cycloheximide cs	30*	-1	5	26	-5	13	-4	14
Shiga toxin inh	57*	-17	9	29	-4	-10	-5	17

41) O=C(c1ccccn1)c1ccc2ccccc2n1
42) CCN(C(=S)Nc1cccc(C)c1)c1ccccc1
43) Cc1nnc(N2CCN(c3ccccc3)CC2)[nH]c1=O
44) O=C(Nc1ccc2c(c1)OCCO2)C1CCCN(S(=O)(=O)c2cnc[nH]2)C1 (stereo not given)
45) O=C(NCc1cccs1)C1CC(c2ccc(Cl)cc2)=NO1 (stereo not given)
46) Cc1nn(C)c(C(=O)NNC(=S)Nc2ccc(F)cc2)c1[N+](=O)[O-]
47) CCN(CC)S(=O)(=O)c1ccc(-c2nnc(SCc3nnc(-c4ccc(C)cc4)o3)o2)cc1
48) CCOC(=O)C1=C(C)NC(=O)NC1c1cccc(OC)c1OCc1ccccc1Cl (stereo not given)

assay / entry	41	42	43	44	45	46	47	48
LmPK inh	0%	1%	0%	1%	-1%	2%	-3%	2%
Pf growth 48h	12%	-11%	1%	10%	26%	·	11%	·
Tb PYK inh	4%	?	?	-5%	4%	-10%	-1%	-23%
Pf growth 96h	29%	34%[activator]	-3%	23%	31%[activator]	4%	17%	5%
AmpC no deterg	-13%	-10%	-11%	-10%	-13%	-31%	-12%	-16%
Cycloheximide cs	10	-1	-2	-2	13*	10	-5	-2
Shiga toxin inh	56*	-20	17	-2	54	-6	-7	-8

49) Cc1ccc(C)c(NS(=O)(=O)c2ccc3c(c2)Cc2cc(S(=O)(=O)Nc4cc(C)ccc4C)ccc2-3)c1
50) COc1cc(C(=O)OCC(=O)N2CCNC2=O)cc(Cl)c1OC
51) C#CCOc1cc(C2C3=C(COC3=O)Nc3cc4c(cc32)OCO4)ccc1OC (stereo not given)
52) COc1ccc(C(=O)c2nccc3ccccc23)cc1
53) Cc1cc(NC(=O)CSc2nc(C(C)C)nc3sc4c(c23)CCC(C)C4)no1 (stereo not given)
54) COc1ccc(OC)c(/C=C/C(=O)Nc2cccc(S(=O)(=O)NC3=NCCCCC3)c2)c1
55) CC[C@@]12C(=O)N(c3ccccc3)C(=O)N1[C@H](c1cccc(C)c1)[C@@H]1C(=O)N(Cc3ccccc3)C(=O)[C@@H]12
56) CC(=O)N1CCC(C(=O)Nc2ccc3c(c2)CCC3)CC1

assay / entry	49	50	51	52	53	54	55	56
LmPK inh	1%	·	16%	0%	-1%	·	-5%	-3%
Pf growth 48h	?	?	?	20%	1%	10µM*	?	85%[activator]
Tb PYK inh	-1%	3%	-3%	0%	-1%	1%	-3%	-1%
Pf growth 96h	0%	-2%	-4%	30%	?	?	6.6µM*	?
AmpC no deterg	7.9µM*	104%[activator]	-20%	-21%	-9%	-18%	127%[activator]	-1%
Cycloheximide cs	-2	·	-6	37*	-1	·	-2	-3
Shiga toxin inh	-14	·	-5	48	23	·	0	-16

57) CN(C)c1ccccc1C(=O)N1CCC(n2nccc2NC(=O)C2CC2)CC1
58) CCn1ncc(/C=N\NC(=O)c2ccc3c(c2)c(C)c(C)n3Cc2ccccc2)c1C
59) COC(=O)CSc1cc(C)nc(NC(C)=O)n1
60) C/C(=N\NC(=O)c1cc(C)oc1C)c1ccc(C)c([N+](=O)[O-])c1

assay / entry	57	58	59	60
LmPK inh	-7%	11%	1%	·
Pf growth 48h	?	·	3%	?
Tb PYK inh	1%	3%	-12%	-2%
Pf growth 96h	-14%	?	?	?
AmpC no deterg	123%[activator]	89%[activator]	3%	-3%
Cycloheximide cs	-6	-2	1	·
Shiga toxin inh	-2	3	-8	·
